Source: PubChem (Sanford-Burnham Center for Chemical Genomics)
MPTP block – inhibitors of mitochondrial permeability transition pore. isolated mouse mitochondria, Ca2+ swelling absorbance, 30 min. inhibition, % at 10 µM. 360,000 compounds, 1.4% hits. AID 602449;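 active = inhibition of 50% or more, scaled per plate between neutral and stimulator controls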;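 also: 0% = DMSO wells given calcium and 100% = 1 mM EGTA wells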
hIAP activ – increases human intestinal alkaline phosphatase activity. P09923. purified human IAP, CDP-Star luminescence, 30 min; active compounds read high; 1 = vehicle-only enzyme, 0 = enzyme-free background. activation factor at 10 µM. 330,000 compounds, 0.16% hits. AID 2524;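 active = activation factor of the enzyme at least 2-fold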; also: the source names both 10 and 20 µM as test concentration; values of inactives mirror those of a sister screen read the other way
Target sequence (P09923 whole entry, looked up): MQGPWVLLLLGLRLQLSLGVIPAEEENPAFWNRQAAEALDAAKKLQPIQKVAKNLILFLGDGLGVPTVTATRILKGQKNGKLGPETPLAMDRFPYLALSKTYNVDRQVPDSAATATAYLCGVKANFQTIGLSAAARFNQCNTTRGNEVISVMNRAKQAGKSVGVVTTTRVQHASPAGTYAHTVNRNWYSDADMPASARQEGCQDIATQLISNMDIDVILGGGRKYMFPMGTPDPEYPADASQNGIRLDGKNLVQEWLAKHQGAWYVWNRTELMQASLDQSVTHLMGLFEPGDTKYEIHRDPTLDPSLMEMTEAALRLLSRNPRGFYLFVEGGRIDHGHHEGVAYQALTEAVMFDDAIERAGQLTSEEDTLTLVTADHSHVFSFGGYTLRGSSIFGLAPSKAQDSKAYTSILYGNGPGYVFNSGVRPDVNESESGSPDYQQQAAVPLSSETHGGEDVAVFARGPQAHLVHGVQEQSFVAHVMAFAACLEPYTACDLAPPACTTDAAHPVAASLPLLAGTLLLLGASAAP
APOBEC3A inh – blocks human APOBEC3A ssDNA deamination; recombinant A3A, FAM/TAMRA ssDNA deamination fluorescence; 330,000 compounds, 0.41% hits; P31941; inhibition, % at 20 µM;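 active = at least 40% inhibition at 20 µM here, with at most 30% in a related deaminase screen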;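 also: plate controls were A3A with DMSO for no effect and wells lacking A3A enzyme for full effect; some results filed as inactive read as strong as hits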
Target sequence (P31941 whole entry, looked up): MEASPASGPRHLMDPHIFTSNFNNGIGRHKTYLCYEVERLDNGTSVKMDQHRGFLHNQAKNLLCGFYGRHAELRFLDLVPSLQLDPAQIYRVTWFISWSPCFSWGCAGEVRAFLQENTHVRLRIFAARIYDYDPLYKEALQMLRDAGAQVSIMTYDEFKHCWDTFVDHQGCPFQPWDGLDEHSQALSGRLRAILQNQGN
mIAP inh – mouse IAP inhibition; purified mouse IAP, CDP-Star luminescence, 30 min; AID 2806; inhibition, % at 10 µM; 330,000 compounds, 0.2% hits;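 active = inhibition of at least 40% at 10 µM in the primary screen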;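 also: plate controls were DMSO with enzyme for no effect and no enzyme wells for full effect; values of inactives mirror those of a sister screen read the other way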
APOBEC3G inh – inhibitors of human APOBEC3G DNA deaminase; Q9HC16; inhibition, % at 20 µM; 330,000 compounds, 0.28% hits; recombinant A3G, ssDNA deamination FAM/TAMRA fluorescence; AID 493012;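 active = inhibition of at least 40% at 20 µM, with no more than 30% in the related APOBEC3A deaminase screen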;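 also: plate controls were DMSO wells with A3G for no effect and wells lacking A3G enzyme for full effect; some compounds called inactive have numbers as strong as hits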
Target sequence (Q9HC16 whole entry, looked up): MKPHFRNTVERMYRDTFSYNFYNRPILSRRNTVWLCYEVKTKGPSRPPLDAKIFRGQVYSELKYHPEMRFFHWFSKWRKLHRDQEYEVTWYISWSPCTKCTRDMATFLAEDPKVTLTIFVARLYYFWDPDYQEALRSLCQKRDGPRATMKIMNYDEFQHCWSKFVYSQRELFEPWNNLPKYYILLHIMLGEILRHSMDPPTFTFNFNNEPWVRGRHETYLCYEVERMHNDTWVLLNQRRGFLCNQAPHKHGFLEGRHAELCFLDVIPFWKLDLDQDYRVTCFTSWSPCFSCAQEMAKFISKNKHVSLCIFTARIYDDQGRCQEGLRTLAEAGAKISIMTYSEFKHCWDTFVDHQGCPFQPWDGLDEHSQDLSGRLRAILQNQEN
beta cell repl – inducers of beta-cell replication in MIN6 cells | MIN6 cells proliferation, ATPlite luminescence, 48 h; cells starved in 0.2% serum; 100% = growth in 10% serum | proliferation, % at 10 µM | 330,000 compounds, 0.29% hits;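 active = compounds whose signal lies at least 3.5 SD above the mean of all wells on their plate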;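 also: 0% = DMSO-treated cells in low-serum medium and 100% = 10% serum control; some compounds called inactive have numbers as strong as hits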
hIAP block – blocks human intestinal alkaline phosphatase. purified IAP, CDP-Star luminescence, 30 min. inhibition, % at 10 µM. 330,000 compounds, 0.12% hits. AID 2544;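 active = inhibition reaching a set limit with compound at 10 µM in the primary screen, cut at about 35% in these data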;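 also: plate controls were DMSO wells with enzyme for no effect and no-enzyme buffer wells for full effect; values of inactives mirror those of a sister screen read the other way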
ATG4B inh – blocks human ATG4B protease cleavage of LC3 substrate; Q9Y4P1; ATG4B cleavage of LC3-PLA2, NBD-HPC fluorescence, 1 h; inhibition, % at 8.33 µM; 340,000 compounds, 0.51% hits; AID 504462; in the data active = inhibition above about 40%
mIAP act – increases mouse intestinal alkaline phosphatase activity. muIAP, CDP-Star luminescence, 30 min; active compounds read high; 1 = vehicle-only enzyme signal, 0 = enzyme-free wells. activation factor at 10 µM. 330,000 compounds, 0.24% hits. AID 2805;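 active = activation factor of at least 2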; also: the source names both 10 and 20 µM as test concentration; values of inactives mirror those of a sister screen read the other way
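Assay system: mouse IAP enzyme; reagent: chemiluminescent substrate CDP-Star; dosing: test compounds delivered from DMSO solution; schedule: 30 min at room temperature; measured by: luminescence from enzymatic CDP-Star hydrolysis; controls: DMSO-only wells and no-enzyme negative control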
Active calls of the source: *; . = no result given. These rows are one share of the data. The share of hits here may be higher or lower than overall.

SMILES | MPTP block | hIAP activ | APOBEC3A inh | mIAP inh | APOBEC3G inh | beta cell repl | hIAP block | ATG4B inh | mIAP act
CCn1ccnc1CN1CCCC(C(=O)c2cccc(C(F)(F)F)c2)C1 (stereo not given) | 7.3 | 0.81 | -2 | 8 | -6 | -1 | 18 | 11 | 0.92
COc1ccc(Cn2c(O)c(C=NCCCn3ccnc3)c(=O)[nH]c2=O)cc1 | -13 | 1 | -1 | -2 | -5 | -3 | 0 | -5 | 1
COc1cc(/C=C2\C(=O)NC(=O)N(c3ccccc3)C2=O)cc(OC)c1O | 3.4 | 0.9 | 0 | 4 | -6 | 1 | 10 | -6 | 0.96
CCc1nnc(NS(=O)(=O)c2ccc(N=Cc3c(O)n(-c4ccc(Cl)cc4)c(=O)[nH]c3=O)cc2)s1 | -2.2 | 0.96 | 0 | -4 | -4 | 2 | 4 | -4 | 1
O=C1CC(=O)N(c2ccc3c(c2)OCO3)C(=O)N1 | 0.3 | 1.1 | 2 | 19 | 2 | -2 | -7 | -13 | 0.81
Cc1cc(/C=C2\C(=O)NC(=S)N(C)C2=O)c(C)n1C1CCCCC1 | 7.1 | 0.96 | -5 | -3 | -8 | -1 | 4 | 7 | 1
O=C(CN1CCN(C(=O)COc2cccc(F)c2)CC1)Nc1ccc(Cl)c(C(F)(F)F)c1 | -0.3 | 1 | 6 | -10 | -6 | -4 | -1 | -20 | 1.1
Cc1c(N=Cc2c(O)n(C)c(=O)[nH]c2=O)c(=O)n(-c2ccccc2)n1C | 1.2 | 0.83 | -6 | 3 | -8 | -3 | 17 | -7 | 0.97
CN=C(SCc1ccccc1)c1c(O)n(C)c(=O)n(C)c1=O | -1.4 | 1.1 | 4 | 3 | -1 | -1 | -6 | -6 | 0.97
CCOC(=O)c1c(/N=C/c2c(O)n(-c3cccc(C)c3)c(=O)[nH]c2=O)sc2c1CCCC2 | 1.9 | 1.1 | -3 | -1 | -3 | -1 | -13 | -1 | 1
Cc1ccc(C(O)P(=O)(Oc2ccccc2)Oc2ccccc2)cc1 (stereo not given) | -0.2 | 0.97 | -1 | -2 | -4 | 3 | 3 | 9 | 1
Nc1nnc(CCN2CCCCC2)s1 | 1.8 | 0.98 | -3 | 8 | -5 | -2 | 2 | -7 | 0.92
CC1CCCC(NC(=O)COC(=O)c2cn(C)c3ccccc23)C1C (stereo not given) | -1.4 | 0.85 | -4 | 1 | -8 | 0 | 14 | -8 | 0.99
COc1ccc(C(=O)C2CCCN(Cc3ccc(C)s3)C2)c(OC)c1 (stereo not given) | 2.4 | 1 | -5 | -5 | -7 | -4 | 0 | 5 | 1
O=P(O)(O)COc1ccccc1O | -0.7 | 1.1 | -1 | 0 | -1 | -1 | -9 | -2 | 0.99
CCCN1CCO[C@@H]2c3cc(O)ccc3OC[C@H]21 | -1.7 | 1.2 | 2 | -13 | 0 | -4 | -17 | -8 | 1.1
Cc1ccc(N)c(N)c1 | 0.5 | 1 | -2 | -7 | -10 | 4 | -1 | 1 | 1.1
Cc1cc(/C=C2\C(=O)NC(=O)N(c3ccc(Br)cc3)C2=O)c(C)n1-c1cc(C(=O)O)cc(C(=O)O)c1 | -0.7 | 1 | 80 | 14 | 47 | 1 | -2 | 20 | 0.86
CCC(=NCCCn1ccnc1)c1c(O)n(-c2ccccc2)c(=O)[nH]c1=O | 2.0 | 0.76 | -1 | 11 | -4 | -3 | 24 | -6 | 0.89
Cc1c(C=O)c2ccccc2n1Cc1ccc([N+](=O)[O-])cc1 | 0.9 | 0.96 | -4 | 12 | -4 | 3 | 4 | -4 | 0.88
COc1ccc(CN2CCN(c3ccccc3)CC2)c(C)c1C | -1.7 | 0.94 | -1 | -9 | -5 | -2 | 6 | 10 | 1.1
O=C(NC(=C(Cl)Cl)P(=O)(c1ccccc1)c1ccccc1)c1ccccc1 | -0.6 | 1 | -4 | 2 | -3 | -1 | -1 | -7 | 0.98
CC(C)c1c(CN(C)C(C)Cc2ccccc2)n(C)n(-c2ccccc2)c1=O (stereo not given) | 4.9 | 1.2 | 0 | -11 | -6 | -7 | -17 | -5 | 1.1
CCCCn1c(O)c(C(C)=NCc2ccco2)c(=O)[nH]c1=O | 2.0 | 1.1 | -2 | -2 | -4 | -1 | -6 | 2 | 1
CCOc1ccccc1CN1C2CCC1CC(c1ccc(C)cc1)C2 (stereo not given) | 0.1 | 0.97 | 1 | -2 | -1 | -2 | 3 | 10 | 1
CC1CN=C(NCCc2ccccc2)S1 (stereo not given) | -0.1 | 1.1 | -5 | -4 | -16 | -2 | -13 | -8 | 1
Cc1ccc(-n2c(CNCc3ccc(F)cc3)nc3ccccc3c2=O)cc1 | 0.4 | 1.1 | -1 | -3 | -9 | 1 | -11 | 4 | 1
Cc1ccc(C2N(c3cc(C)on3)C(=O)C3CCCN32)cc1 (stereo not given) | -0.6 | 1.1 | -6 | 22 | -4 | -1 | -8 | -6 | 0.78
O=c1[nH]c(=S)[nH]c(O)c1N=Nc1cc(S(=O)(=O)Nc2ccc(Cl)cc2)ccc1Cl | 4.2 | 0.84 | 2 | 21 | -4 | -5 | 16 | -45 | 0.79
COc1ccc(N2C(=O)/C(=C/c3cc(C)n(-c4ccc(C)cn4)c3C)C(=O)NC2=S)c(OC)c1 | 1.7 | 0.93 | 3 | 19 | 6 | -1 | 7 | -3 | 0.81
CCC(=O)OC1(c2ccccc2)CCN(C)CC1C (stereo not given) | -2.5 | 1 | 2 | 2 | -2 | 1 | -3 | 3 | 0.98
CNC(=O)ON(C(=O)NC)C1N(C)C(=S)SC1(C)C (stereo not given) | 1.2 | 0.95 | -5 | 2 | -8 | -3 | 5 | 4 | 0.98
Cc1ccc(NP(=O)(Oc2ccccc2F)Oc2ccccc2F)cc1 | -2.6 | 1.2 | -2 | -6 | -6 | -5 | -15 | 16 | 1.1
O=C(CN1CCCCC1)c1ccccc1Cl | 2.7 | 1.1 | 2 | -1 | 4 | -1 | -12 | -8 | 1
COC(=O)C1=C(c2cccc(Cl)c2)C[C@@H]2CC[C@H]1N2C(=O)N1CCCC1 | 0.2 | 1 | 6 | -3 | -3 | 9 | -4 | -13 | 1
Clc1cccc(N2CCNCC2)n1 | 1.3 | 0.93 | 0 | -1 | -2 | -3 | 7 | 9 | 1
CC(=O)OC1(c2ccccc2)CC(C(C)(C)C)CN(C(C)(C)C)C1 (stereo not given) | 0.4 | 0.95 | -1 | 6 | 0 | -1 | 5 | -8 | 0.94
O=[N+]([O-])c1cc(F)c(N2CCCCCC2)cc1N1CCNCC1 | -1.2 | 1.1 | 2 | 14 | 13 | -6 | -6 | 5 | 0.86
CC(C)N1CCN(Cc2cccc3c2OCO3)CC1CCO (stereo not given) | -0.5 | 1 | -2 | 1 | -5 | 0 | -1 | -6 | 0.99
COc1ccc2c(c1OC)C(=O)OC2C1c2cc3c(cc2CCN1C)OCO3 (stereo not given) | -1.3 | 0.95 | -5 | -4 | -8 | -2 | 5 | -8 | 1
O=C1CN=C(c2ccc(F)cc2)c2oc3ccccc3c2N1 | 1.8 | 0.98 | 2 | 6 | -6 | -3 | 2 | 0 | 0.94
CCc1ccc(CN2CCN(Cc3cc(Br)ccc3O)CC2)cc1 | 2.2 | 1.1 | -3 | 1 | -3 | -1 | -9 | -7 | 0.99
COc1ccccc1CCNCc1cccc(C(F)(F)F)c1 | -0.9 | 1 | -5 | 5 | -4 | -2 | 0 | 3 | 0.95
CC1=CC(=C2C(=O)NC(=S)NC2=O)C=C(C(F)(F)F)N1C | -0.6 | 1 | 3 | 11 | 10 | 0 | -1 | -4 | 0.89
O=C1C2CCN(CC2)C1Cc1ccccc1O (stereo not given) | . | 0.96 | 7 | -9 | -2 | 0 | 4 | -1 | 1.1

Rewritten tab-delimited: 2 of the compounds above.
SMILES	MPTP block	hIAP activ	APOBEC3A inh	mIAP inh	APOBEC3G inh	beta cell repl	hIAP block	ATG4B inh	mIAP act
CNC(=O)ON(C(=O)NC)C1N(C)C(=S)SC1(C)C (stereo not given)	1.2	0.95	-5	2	-8	-3	5	4	0.98
CC(=O)OC1(c2ccccc2)CC(C(C)(C)C)CN(C(C)(C)C)C1 (stereo not given)	0.4	0.95	-1	6	0	-1	5	-8	0.94

Remaining list, next part:
SMILES | MPTP block | hIAP activ | APOBEC3A inh | mIAP inh | APOBEC3G inh | beta cell repl | hIAP block | ATG4B inh | mIAP act
O=C1Nc2ccc(Br)cc2C(c2ccc(Cl)cc2)=NC1O (stereo not given) | 0.0 | 1 | 1 | -9 | 1 | -4 | -2 | -7 | 1.1
O=c1[nH]c(O)c(N=Nc2ccc(SC(F)F)cc2)c(=O)[nH]1 | 0.6 | 1 | 1 | 8 | -4 | -2 | 0 | 6 | 0.92
O=C(Cn1c(=O)c(C(F)(F)F)nc2ccccc21)N1CCC2(CC1)OCCO2 | -2.3 | 1 | 6 | 21 | 0 | 0 | -4 | 10 | 0.79
CN1CCc2c(c(N3CCCCC3)nc3n[nH]c(N)c23)C1 | -0.6 | 1 | 5 | 2 | 0 | -3 | -2 | 9 | 0.98
C#CCOc1cc(C2C3=C(COC3=O)Nc3cc4c(cc32)OCO4)ccc1OC (stereo not given) | 2.4 | 1 | -2 | 5 | -9 | -5 | -1 | -12 | 0.95
CN1C(=O)C(=Cc2cn(CC#N)c3ccccc23)C(=O)N(C)C1=O | 5.3 | 0.94 | 0 | 5 | -5 | -1 | 6 | 0 | 0.95
CCOc1ccc(C2CC(c3c(O)n(C)c(=O)n(C)c3=O)=NN2)cc1 (stereo not given) | 6.6 | 1.2 | -2 | 4 | -3 | -4 | -22 | -1 | 0.96
COC(=O)C1=C(c2ccc3ccccc3c2)C[C@@H]2CC[C@H]1N2C(=O)NCC1CC1 | -1.9 | 1 | -5 | 7 | -6 | -2 | -2 | -8 | 0.93
O=[N+]([O-])c1ccc(N2CCNCC2)cc1NC1CC1 | . | 0.84 | -4 | 16 | -5 | -1 | 16 | . | 0.84
COc1cc(OC)cc(C(=O)Nc2ccc(Br)cc2C(=O)c2ccccc2)c1 | 5.1 | 0.81 | 5 | 2 | -5 | 1 | 20 | -7 | 0.97
CC(C)Oc1cc(-n2c(=S)[nH]c3ccccc3c2=O)c(Cl)cc1Cl | 2.1 | 0.91 | -2 | 7 | 5 | -4 | 9 | -1 | 0.93
N#CC(C#N)=NNc1ccc(-n2ccc(C(F)(F)F)n2)cc1 | 78* | 1.1 | -3 | 4 | 1 | -4 | -9 | 8 | 0.96
COC(=O)C1=C(c2ccc3ccccc3c2)C[C@@H]2CC[C@H]1N2C(=O)NCCNC(C)=O | -2.7 | 1.2 | -2 | -11 | -7 | -2 | -23 | -14 | 1.1
CCCC(C)(COC(N)=O)COC(=O)NC(C)C (stereo not given) | -0.9 | 0.91 | -3 | 0 | -9 | 3 | 9 | 3 | 1
O=c1c2ccccc2nc(CNCc2ccco2)n1-c1ccc(F)cc1 | -5.4 | 1 | 1 | 2 | -9 | 0 | -4 | 1 | 0.98
O=[N+]([O-])c1ccc(NCCO)c2ncccc12 | -0.9 | 0.93 | 5 | -4 | 2 | 0 | 7 | 0 | 1
c1ccc(-c2cc(-c3ccccc3)[n+](-c3ccccc3)c(-c3ccccc3)c2)cc1 | 64* | 0.95 | 10 | 6 | 0 | -6 | 5 | 10 | 0.94
NP(=O)(OCC(F)(F)F)Oc1cccc2ccccc12 (stereo not given) | -0.8 | 0.88 | -4 | 1 | -5 | 1 | 12 | 10 | 0.99
Cc1nc2ccccc2c(=O)n1/N=C/c1cc(Br)cc(Br)c1O | 36 | 1.1 | -1 | 21 | 0 | -4 | -7 | 23 | 0.79
